Bioassay records: PubChem, several laboratories
SUMO HTRF inh – SUMOylation inhibition | P63279 | HTRF SUMOylation assay, SAE1/SAE2 + UBC9, in vitro | inhibition, % at 35 µM | 0.36% of 290,000 active | AID 2006; in the data active means inhibition above about 50%, passing the limit was not always enough; further: strong numbers were not always called active
Target sequence (P63279 whole entry, looked up): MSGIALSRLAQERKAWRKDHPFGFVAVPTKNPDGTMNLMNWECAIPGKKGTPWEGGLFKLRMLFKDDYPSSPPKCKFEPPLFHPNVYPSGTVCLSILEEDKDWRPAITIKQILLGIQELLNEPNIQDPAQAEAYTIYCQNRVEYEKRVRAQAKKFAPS
VIM-2 inh – inhibitors of Pseudomonas aeruginosa VIM-2 metallo-beta-lactamase. purified VIM-2, nitrocefin hydrolysis, epi-absorbance fluorescence. inhibition, % at 5.6 µM. AID 1527. 0.89% of 290,000 active;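 active means inhibition above the mean of all tested compounds plus 3 SD, cutoff set per screening run, cut at about 7.5% in these data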;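 further: red hydrolysis product quenches plate fluorescence so inhibitors raise well fluorescence; 0% = enzyme with DMSO and 100% = DMSO without enzyme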
IMP-1 inh – blocks Pseudomonas aeruginosa IMP-1 metallo-beta-lactamase; purified IMP-1, nitrocefin hydrolysis, epi-absorbance fluorescence; inhibition, % at 5.6 µM; 0.45% of 290,000 active; AID 1556;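 active means inhibition above the mean plus 3 SD of all compounds in the same screening run, cut at about 4.5% in these data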;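 further: 0% = IMP-1 with DMSO and 100% = DMSO wells lacking enzyme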
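System: purified IMP-1; amount: IMP-1 0.2 nM before substrate addition; compound: single dose, 5.6 µM; times: 25 °C, 15 min preincubation, 25 min reaction; signal: Epi-absorbance via hydrolysed-nitrocefin quenching of white-plate fluorescence, 480/530 nm, EDTA stop; benchmarks: DMSO with and without IMP-1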
IDE act – activators of human insulin-degrading enzyme in cells. 0.073% of 340,000 active. HEK cells, FAbeta-B cleavage, fluorescence polarization; 0% vehicle, 100% cell-free pure enzyme wells. activation, % at 5.96 µM. P14735;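 active means activation above the mean of all tested compounds plus 3 SD, set per screening campaign, cut at about 17% in these data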
CRFR2-BP antag – antagonists of CRF-binding protein/CRF-R2 receptor complex. AID 588475. 0.59% of 350,000 active. HEK293 CRF-R2/CRF-BP, CRF-induced calcium fluorescence. inhibition, % at 11.8 µM;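 active means inhibition of the ligand-induced calcium signal above about 50% at the single tested concentration, limit read from the data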
GalR3 antag – antagonists of human GalR3; HEK293 GalR3-CNG cAMP membrane potential fluorescence; galR3 body fused to GalR1 C-terminus; 0.44% of 360,000 active; inhibition, % at 3 µM;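 active means inhibition above the screen-wide average plus 3 SD, cut at about 13% in these data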;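 further: forskolin and galanin both at EC90 stimulate the cells; cAMP rise reported by CNG channel membrane potential dye signal; 0% = forskolin plus galanin with DMSO and 100% = forskolin alone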
Target sequence (O60755 1-299 limits assumed): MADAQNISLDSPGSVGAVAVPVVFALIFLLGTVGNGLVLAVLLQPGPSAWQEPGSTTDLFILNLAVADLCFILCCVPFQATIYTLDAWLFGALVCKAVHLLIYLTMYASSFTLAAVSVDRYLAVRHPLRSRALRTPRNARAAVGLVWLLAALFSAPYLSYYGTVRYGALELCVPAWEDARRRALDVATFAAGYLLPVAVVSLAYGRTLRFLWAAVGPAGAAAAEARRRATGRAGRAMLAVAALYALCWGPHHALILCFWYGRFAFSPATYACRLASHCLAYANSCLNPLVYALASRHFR
p-CIP stab down – compounds decreasing mouse p/CIP protein stability; F442A p/CIP-EGFP cells, EGFP fluorescence, 16 h; decrease of EGFP signal, % at 10 µM; 0.01% of 290,000 active;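 active means EGFP signal decrease of at least 30% at 10 µM or well 3 SD below plate mean, unless failing retest; inactive means the rest, including hits failing retest or dose response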; further: some compounds called inactive have numbers as strong as hits; many of its hits are not listed in these tables
IDE inh – cellular human IDE inhibition | P14735 | HEK cells, FAbetaB cleavage, fluorescence polarization | inhibition, % at 5.59 µM | 0.41% of 320,000 active | AID 434962;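 active means percent inhibition above the average of all tested compounds plus 3 SD, set per screening campaign, cut at about 16% in these data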;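 further: IDE supplied by intact live HEK cells; FP after avidin binding of uncleaved biotin substrate so inhibition keeps polarization high; 0% = DMSO wells and 100% = 60 µM reference IDE inhibitor Ii1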
NS3 helicase inh – blocks Hepatitis C virus NS3 helicase unwinding | inhibition, % at 10.9 µM | NS3 helicase DNA unwinding, Cy5 molecular beacon fluorescence | 0.56% of 290,000 active;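 active means inhibition above the mean of all tested compounds plus 3 SD, set per campaign, cut at about 35% in these data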;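 further: 0% = DMSO wells and 100% = thioflavine S control wells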
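Measured by: Cy5 fluorescence, 0 and 60 min reads / Assay system: NS3 helicase fragment of HCV / Control set: low DMSO, high thioflavine S at 110 µM / Times: 1 h reaction at 25 °C, ATP-initiated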
Starred values were filed as active, the others as inactive; . = no result given.

cpd	SUMO HTRF inh	VIM-2 inh	IMP-1 inh	IDE act	CRFR2-BP antag	GalR3 antag	p-CIP stab down	IDE inh	NS3 helicase inh	compound
1	28	1.0	1.1	0	5	0	-18	2	-16	COc1ccc(C(N)CCc2ccc(C)o2)cc1 (stereo unspecified)
2	2	-6.3	-1.6	-4	5	-5	-9	5	-6	COc1cc(OC)cc(C(=O)NC(=S)Nc2ccc(N3CCCC3)cc2)c1
3	.	.	.	-2	4	-7	.	3	.	C=C[C@@H]1c2cc(C)ccc2N(S(=O)(=O)c2ccc(C)cc2)[C@H](c2ccc(OC(C)=O)cc2)C1(C#N)C#N
4	-26	-2.0	-2.6	4	-12	-2	3	4	-1	COc1cc(NC(=S)Nc2cccc(Cl)c2Cl)c(OC)cc1Cl
5	16	-0.4	-2.2	3	-4	0	-11	-4	2	O=C(NNC(=O)C12CC3CC(CC(O)(C3)C1)C2)c1csc(N2CCOCC2)n1
6	.	.	.	0	1	-4	.	5	.	O=C(NCCC(=O)N1CCN(c2ccccc2O)CC1)c1ccc(Cl)cc1
7	1	-1.1	0.9	2	-6	1	-5	-2	-6	Cc1ccc2c(c1)-c1c(cnn1CC(=O)N(CCC#N)c1ccccc1)CO2
8	2	-2.8	-2.5	4	4	-5	-2	7	-4	Cc1nn(Cc2ccccc2Cl)c(C)c1NC(=O)c1noc(C(C)C)c1[N+](=O)[O-]
9	3	-1.1	-0.3	7	-6	3	0	3	14	CC(C)=CCN1CCN(Cc2cc(CC(C)C)n[nH]2)CC1CCO (stereo unspecified)
10	-7	0.0	-4.7	2	0	-8	-5	1	-9	CCn1cc(C2=NC(CC(C)C)CO2)c2ccccc21 (stereo unspecified)
11	19	-1.2	-0.2	4	-4	-2	-1	0	4	CCN(CC)/C(=N/S(=O)(=O)c1ccc(C)cc1)c1ccccc1
12	30	-0.6	-1.0	4	-11	1	-9	-2	-10	CCOC(=O)c1cc(C#N)c(N2CCN(c3ccc(OC)cc3)CC2)[nH]c1=O
13	-3	-0.4	-1.5	1	-12	-7	7	2	1	O=C(CCCOc1ccc(Cl)cc1Cl)NCCc1nnc2ccccn12
14	.	.	.	1	-5	0	.	4	.	CCCCN(C(=O)c1ccco1)C1CCS(=O)(=O)C1 (stereo unspecified)
15	11	-0.8	-2.9	6	-23	.	-5	-6	4	O=C(c1ccccc1Cl)N1CCCC(c2nc3c(nnn3Cc3ccccc3)c(=O)[nH]2)C1 (stereo unspecified)

cpd	SUMO HTRF inh	VIM-2 inh	IMP-1 inh	IDE act	CRFR2-BP antag	GalR3 antag	p-CIP stab down	IDE inh	NS3 helicase inh	compound
16	14	-1.1	-0.8	6	-2	-11	-1	0	-30	Cc1cc[n+](CC(=O)c2cccc([N+](=O)[O-])c2)c2ccccc12
17	.	.	.	1	-1	-7	.	-1	.	CSCCC(NC(=O)c1ccccc1)C(=O)N1CC(C)OC(C)C1 (stereo unspecified)
18	.	-2.4	-0.5	-1	10	-9	-5	2	19	COc1ccccc1CNC(=O)Cn1cccc1C(=O)c1ccccc1C
19	-2	0.7	-3.5	7	-8	-2	3	2	-12	CCOc1cc(N2CCOCC2)c(OCC)cc1NC(=O)c1ccccc1
20	23	1.0	-1.6	4	3	-4	-4	1	5	O=C(NCC1CCCO1)c1cc2ccccc2[nH]1 (stereo unspecified)
21	2	-2.3	-3.0	5	0	-8	-2	-3	17	CCc1ccc(N(CC)C(=O)Cc2c(C(=O)O)n(C)c3ccccc23)cc1
22	20	-0.6	0.5	-3	21	-2	-10	1	33	CCCCN(c1ccccc1)S(=O)(=O)c1ccc2c(c1)CCN2C(=O)CCC(=O)O
23	.	.	.	1	0	-5	.	-1	.	O=C(Nc1ccccn1)c1ccc(Cl)c(S(=O)(=O)N2CCc3ccccc32)c1
24	3	1.0	1.1	7	-1	-7	3	1	-1	CCn1c(C)cc2c(c1=O)C(c1ccc3c(c1)OCO3)C(C#N)=C(N)O2 (stereo unspecified)
25	-6	-2.7	-0.7	-3	-8	9	-12	-5	5	Cc1nc2ccccn2c1C(=O)N=Nc1c(O)n(CCC(C)C)c2ccccc12
26	24	1.2	-1.3	6	1	-2	-4	-5	10	CN(C)C(=S)Nc1ccc(N2CCOCC2)cc1
27	.	.	.	-3	-11	-4	.	7	.	O=C(COC(=O)c1cc(Cl)ccc1O)Nc1ccccc1C(=O)NC1CC1
28	-4	-3.6	-2.4	.	.	.	-4	-4	-8	COc1ccc(N2C(=O)[C@@H]3[C@H](C2=O)[C@H](C(=O)c2ccc(OC(C)=O)cc2)N2N=CC=C[C@@H]32)cc1
29	1	-1.8	-2.3	2	10	-2	-1	2	3	CCOc1cc(C2C3=C(CC(C)(C)CC3=O)N(CCOC)C3=C2C(=O)CC(C)(C)C3)ccc1O
30	6	-0.5	0.5	6	10	.	-6	-1	-7	COC(=O)c1cc(S(=O)(=O)NCc2ccccc2Cl)c[nH]1

Reprinted: nos. 16 to 25
cpd	SUMO HTRF inh	VIM-2 inh	IMP-1 inh	IDE act	CRFR2-BP antag	GalR3 antag	p-CIP stab down	IDE inh	NS3 helicase inh	compound
16	14	-1.1	-0.8	6	-2	-11	-1	0	-30	Cc1cc[n+](CC(=O)c2cccc([N+](=O)[O-])c2)c2ccccc12
17	.	.	.	1	-1	-7	.	-1	.	CSCCC(NC(=O)c1ccccc1)C(=O)N1CC(C)OC(C)C1 (stereo unspecified)
18	.	-2.4	-0.5	-1	10	-9	-5	2	19	COc1ccccc1CNC(=O)Cn1cccc1C(=O)c1ccccc1C
19	-2	0.7	-3.5	7	-8	-2	3	2	-12	CCOc1cc(N2CCOCC2)c(OCC)cc1NC(=O)c1ccccc1
20	23	1.0	-1.6	4	3	-4	-4	1	5	O=C(NCC1CCCO1)c1cc2ccccc2[nH]1 (stereo unspecified)
21	2	-2.3	-3.0	5	0	-8	-2	-3	17	CCc1ccc(N(CC)C(=O)Cc2c(C(=O)O)n(C)c3ccccc23)cc1
22	20	-0.6	0.5	-3	21	-2	-10	1	33	CCCCN(c1ccccc1)S(=O)(=O)c1ccc2c(c1)CCN2C(=O)CCC(=O)O
23	.	.	.	1	0	-5	.	-1	.	O=C(Nc1ccccn1)c1ccc(Cl)c(S(=O)(=O)N2CCc3ccccc32)c1
24	3	1.0	1.1	7	-1	-7	3	1	-1	CCn1c(C)cc2c(c1=O)C(c1ccc3c(c1)OCO3)C(C#N)=C(N)O2 (stereo unspecified)
25	-6	-2.7	-0.7	-3	-8	9	-12	-5	5	Cc1nc2ccccn2c1C(=O)N=Nc1c(O)n(CCC(C)C)c2ccccc12

Other records follow:
cpd	SUMO HTRF inh	VIM-2 inh	IMP-1 inh	IDE act	CRFR2-BP antag	GalR3 antag	p-CIP stab down	IDE inh	NS3 helicase inh	compound
31	-2	-2.2	-3.8	-1	14	-6	17	3	-2	C=CCn1c(-c2cccc([N+](=O)[O-])c2)n[nH]c1=S
32	.	.	.	1	1	-6	.	2	.	Cc1ccc(-c2cc(C(=O)N3CCOCC3)c3ccccc3n2)o1
33	3	0.0	-0.8	1	-1	-4	-10	10	-7	COc1cc(/C=N/NC(=O)CCC(=O)NCc2ccccc2)cc(OC)c1OC
34	-18	-2.9	0.0	-3	-110	-3	7	2	-3	CCc1ccc(/C=N/NC(=O)c2nnn(-c3nonc3N)c2C(C)C)cc1
35	5	-1.5	-2.2	3	7	0	7	6	1	Cn1c(=O)c2cc(S(=O)(=O)NCCC(=O)NC3CCCCCC3)ccc2n(C)c1=O
36	4	0.8	1.2	-5	41	-9	-8	1	-3	COC(=O)C1=CN(Cc2ccccc2)C=C(C(=O)OC)C1c1ccc(OC)c(OC)c1
37	2	-0.7	-1.5	3	-4	0	-5	-3	-4	O=[N+]([O-])c1ccc(N2CCN(S(=O)(=O)c3ccc4ccccc4c3)CC2)cc1NCc1ccco1
38	23	2.1	-3.1	0	-39	-3	-18	-10	-1	Brc1ccc(-c2cnnc(N3CCCC3)n2)cc1
39	0	-1.8	-2.3	-7	19	-10	-8	1	0	O=C(NCCc1c[nH]c2ccccc12)c1cccc(Br)c1
40	57*	0.3	-3.2	2	5	0	-14	0	4	COc1ccc(-c2cc3nc4ccccc4n3c(N)c2C#N)cc1
41	-5	-2.6	-3.7	-7	-10	-3	-1	10	-5	Cc1ccc(NC(=O)C2CC(=O)N(c3ccc4c5c(cccc35)CC4)C2)cc1 (stereo unspecified)
42	.	.	.	2	-2	-6	.	-2	.	CS(=O)(=O)N1CCC(NC(=O)Nc2ccc(OC(F)(F)F)cc2)CC1
43	.	.	.	1	2	1	.	12	.	O=C(COC(=O)C1=COCCO1)Nc1ccc(F)cc1
44	6	-1.3	-2.1	4	-13	-1	4	0	-13	CC(C)(C)NC(=O)CN(C(=O)C1CSC(=O)C1)c1ccccc1F (stereo unspecified)
45	6	0.8	-4.8	0	8	-5	1	3	-4	CC1(C)Cc2nc3n[nH]c(N)c3cc2CO1

cpd	SUMO HTRF inh	VIM-2 inh	IMP-1 inh	IDE act	CRFR2-BP antag	GalR3 antag	p-CIP stab down	IDE inh	NS3 helicase inh	compound
46	4	-0.9	-1.3	3	9	-3	15	-1	-10	CC(OC(=O)c1cccs1)C(=O)NCC1CCCO1 (stereo unspecified)
47	-8	-3.0	-2.1	4	-3	-4	2	-2	6	CCc1ccc(C(=O)NC(CC(C)C)C(=O)O)cc1 (stereo unspecified)
48	27	1.4	-0.7	3	0	-8	-6	2	-5	Cc1oc2c(CN3CCOCC3)c(O)ccc2c(=O)c1-c1ccc(Cl)cc1
49	.	.	.	7	19	-5	.	-2	.	COc1ccc(-c2ccc3c(c2)S(=O)(=O)c2cccc(C(=O)NCCOc4ccccc4Cl)c2C3=O)cc1OC
50	-6	1.4	-0.5	6	0	-2	0	1	8	O=C(c1ccccc1)C(Nc1ccccn1)c1ccccc1 (stereo unspecified)
51	4	-2.1	-5.3	8	-1	-4	1	0	6	c1ccc(CN2CCCC3(CCCN(Cc4nc(CC5CC5)no4)C3)C2)cc1 (stereo unspecified)
52	12	-3.8	-0.9	1	-14	3	-1	5	6	CCN(CC)S(=O)(=O)c1cc(NC(=O)C(CC(C)C)NC(N)=O)ccc1C (stereo unspecified)
